# A3A deaminase – APOBEC3A ssDNA deaminase inhibitors, primary screen, selectivity assay for APOBEC3G inhibitor project, biochemical, FAM/TAMRA oligo cleavage fluorescence; AID 493011, 2011; actives 0.41% (n = 330,000); DNA dC->dU-editing enzyme APOBEC-3A (Homo sapiens), P31941; inhibition, % at 20 µM; recombinant A3A, FAM/TAMRA ssDNA deamination fluorescence;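 active = at least 40% inhibition at 20 µM here, with at most 30% in a related deaminase screen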;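 note: plate controls were A3A with DMSO for no effect and wells lacking A3A enzyme for full effect; some results filed as inactive read as strong as hits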
# Target sequence (P31941 whole entry, looked up): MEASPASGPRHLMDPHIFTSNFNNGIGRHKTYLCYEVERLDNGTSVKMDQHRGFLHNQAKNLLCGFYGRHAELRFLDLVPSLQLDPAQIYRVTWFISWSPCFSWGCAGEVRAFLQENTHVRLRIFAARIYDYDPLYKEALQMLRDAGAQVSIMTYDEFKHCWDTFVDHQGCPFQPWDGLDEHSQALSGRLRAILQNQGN
# hIAP inh – human IAP inhibitors, primary screen, biochemical, luminescence, uHTS; purified IAP, CDP-Star luminescence, 30 min; inhibition, % at 10 µM; Intestinal-type alkaline phosphatase (Homo sapiens), P09923; AID 2544, 2010; actives 0.12% (n = 330,000);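 active = inhibition reaching a set limit with compound at 10 µM in the primary screen, cut at about 35% in these data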;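 note: plate controls were DMSO wells with enzyme for no effect and no-enzyme buffer wells for full effect; values of inactives mirror those of a sister screen read the other way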
# HKDC1 inh – HKDC1 hexokinase inhibitors, primary screen, biochemical, fluorescence, uHTS; Q2TB90; recombinant HKDC1, G6PDH/diaphorase resazurin coupled fluorescence; inhibition, % at 20 µM; actives 0.16% (n = 340,000);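 active = inhibition above about 35% when tested at 20 µM, limit read from the data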;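 note: plate controls were DMSO wells with enzyme for no effect and DMSO wells lacking enzyme for full effect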
# Target sequence (Q2TB90 whole entry, looked up): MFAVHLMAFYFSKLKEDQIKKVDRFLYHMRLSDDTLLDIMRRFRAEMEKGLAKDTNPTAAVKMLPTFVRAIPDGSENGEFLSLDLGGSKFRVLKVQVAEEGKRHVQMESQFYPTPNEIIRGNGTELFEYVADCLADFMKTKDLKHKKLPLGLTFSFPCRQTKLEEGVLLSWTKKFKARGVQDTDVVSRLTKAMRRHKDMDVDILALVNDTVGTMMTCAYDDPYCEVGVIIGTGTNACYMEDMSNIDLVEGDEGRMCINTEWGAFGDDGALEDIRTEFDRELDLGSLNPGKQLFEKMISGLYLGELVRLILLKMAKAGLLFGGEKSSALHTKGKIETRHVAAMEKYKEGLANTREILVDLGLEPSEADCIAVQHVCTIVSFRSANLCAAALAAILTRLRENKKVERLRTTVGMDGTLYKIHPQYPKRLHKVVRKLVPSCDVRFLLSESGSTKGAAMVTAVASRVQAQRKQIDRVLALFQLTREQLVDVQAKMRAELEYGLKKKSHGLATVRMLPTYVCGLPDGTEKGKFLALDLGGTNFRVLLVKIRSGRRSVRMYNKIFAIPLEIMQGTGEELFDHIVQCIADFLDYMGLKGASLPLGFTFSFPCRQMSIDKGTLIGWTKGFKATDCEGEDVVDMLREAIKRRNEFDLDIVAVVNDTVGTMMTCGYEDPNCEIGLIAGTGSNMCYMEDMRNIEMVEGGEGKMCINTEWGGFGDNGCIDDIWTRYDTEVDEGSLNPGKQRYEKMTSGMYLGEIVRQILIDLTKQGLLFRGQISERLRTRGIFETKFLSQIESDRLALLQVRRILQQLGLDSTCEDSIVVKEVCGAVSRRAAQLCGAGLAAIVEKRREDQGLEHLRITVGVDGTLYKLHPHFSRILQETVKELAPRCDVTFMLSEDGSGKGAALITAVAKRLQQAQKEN
#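 Test system: recombinant HKDC1 (HK5) hexokinase enzyme, produced in-house; Amount: enzyme 5 µg/mL final; Buffer or medium: Tris pH 8.0 buffer with MgCl2, Tween-20, BSA, BME; Reagent: glucose and ATP substrates; Doses: 20 µM test compound, 1% DMSO; Incubation: 90 min reaction incubation at room temperature, dark; Detection: resorufin fluorescence at 613 nm.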
# mIAP activ – activators of mouse IAP, primary screen, biochemical, luminescence, uHTS. muIAP, CDP-Star luminescence, 30 min; stronger effect = higher value; 1 = vehicle-only enzyme signal, 0 = enzyme-free wells. activation factor at 10 µM. actives 0.24% (n = 330,000). AID 2805, 2010;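 active = activation factor of at least 2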; note: the source names both 10 and 20 µM as test concentration; values of inactives mirror those of a sister screen read the other way
#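 Assay system: mouse IAP enzyme / Compound: DMSO-dissolved test compounds / Timing: 30 min, room temperature / Measured by: luminescence from enzymatic CDP-Star hydrolysis / Control set: DMSO-only wells, enzyme-free buffer wells as negative control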
# hIAP act – human IAP activators, primary screen, biochemical, luminescence, uHTS | actives 0.16% (n = 330,000) | Intestinal-type alkaline phosphatase (Homo sapiens), P09923 | AID 2524, 2010 | purified human IAP, CDP-Star luminescence, 30 min; stronger effect = higher value; 1 = vehicle-only enzyme, 0 = enzyme-free background | activation factor at 10 µM;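 active = activation factor of the enzyme at least 2-fold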; note: the source names both 10 and 20 µM as test concentration; values of inactives mirror those of a sister screen read the other way
# mIAP block – inhibitors of mouse IAP, primary screen, biochemical, luminescence, uHTS; intestinal alkaline phosphatase [Mus musculus]; purified mouse IAP, CDP-Star luminescence, 30 min; inhibition, % at 10 µM; actives 0.2% (n = 330,000);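 active = inhibition of at least 40% at 10 µM in the primary screen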;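 note: plate controls were DMSO with enzyme for no effect and no enzyme wells for full effect; values of inactives mirror those of a sister screen read the other way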
# PfGluPho inh – PfG6PD enzyme inhibitors, primary screen, biochemical, fluorescence intensity, uHTS | glucose-6-phosphate dehydrogenase-6-phosphogluconolactonase (Plasmodium falciparum 3D7) | PfGluPho enzyme, NADPH resazurin-diaphorase fluorescence | inhibition, % at 20 µM | actives 0.78% (n = 350,000) | AID 504690, 2011;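 active = inhibition reaching at least a set limit at 20 µM in the primary screen, cut at about 59% in these data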;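 note: 0% = DMSO wells with substrate and 100% = DMSO wells lacking glucose-6-phosphate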
# ATG4B inh – ATG4B protease inhibitors, primary screen, biochemical, fluorescence, uHTS. actives 0.51% (n = 340,000). inhibition, % at 8.33 µM. ATG4B cleavage of LC3-PLA2, NBD-HPC fluorescence, 1 h. Cysteine protease ATG4B (Homo sapiens), Q9Y4P1; in the data active = inhibition above about 40%
# An asterisk follows results filed as active; / = no result given. An excerpt; count on the stated rates, not on these rows.
SMILES,A3A deaminase,hIAP inh,HKDC1 inh,mIAP activ,hIAP act,mIAP block,PfGluPho inh,ATG4B inh
C=CCc1ccc(OC)cc1,1,3,-7,0.95,0.97,5,-2,-3
Cn1c(O)c(C=NC2C(=O)C3(C)CCC2C3(C)C)c(=O)n(C)c1=O (centres undefined),1,-7,-1,1,1.1,-4,-19,0
CC12CCC3C(CC=C4CC(O)CCC43C)C1C/C(=C\c1cccc(F)c1)C2=O (centres undefined),-1,-2,-14,0.89,1,12,12,-15
CCOC(=O)C1=C(C)N(C)C2(C)CC1c1ccccc1O2 (centres undefined),-2,4,-7,0.87,0.96,13,5,48*
N/C(=N\N=C/c1ccc(-c2ccc(O)c(C(=O)O)c2)o1)N[N+](=O)[O-],98,17,16,0.62,0.83,38,-10,9
Cc1cc(N2C(=O)C3CCCN3C2c2ccccc2)no1 (centres undefined),0,20,-10,0.95,0.81,5,-4,-15
CCOC(=O)C1CCN(C=C2C(=O)N(C)C(=S)N(C)C2=O)CC1,2,0,-3,0.96,1,4,-7,1
C=CCn1c(O)c(C(CC)=Nc2cccc(C(F)(F)F)c2)c(=O)[nH]c1=O,-1,-29,6,0.8,1.3,20,21,-7
CCOP(=O)(OCC)C(NC(=O)C(C)C)C(Cl)(Cl)Cl (centres undefined),0,-26,3,1.1,1.3,-12,-19,7
CCCC(=O)c1ccc(CP(=O)(OCC)OCC)o1,3,15,0,0.98,0.85,2,-8,-2
C=CCN(CC#CCOc1ccccc1OC)CC=C,2,0,/,0.99,1,1,/,/
CCCCSP1(=S)NCCCN1,-3,5,0,0.94,0.95,6,-4,0
CC(=O)OC1CC[C@@]2(C)C(=CC(=O)C3C4CCC(OC(C)=O)[C@@]4(C)CCC32)C1 (some centres undefined),3,2,-5,0.97,0.98,3,-14,2
CN(C)C(=O)Oc1ccc(Br)cc1C(=O)Nc1ccc(F)c(Cl)c1,-3,-25,-3,0.95,1.3,5,21,-8
O=C(Nc1ccccc1)c1c(O)[nH]c(=O)[nH]c1=O,-2,20,-6,1,0.8,-1,6,-9

# Single records (already shown). Order of values: A3A deaminase, hIAP inh, HKDC1 inh, mIAP activ, hIAP act, mIAP block, PfGluPho inh, ATG4B inh
# CN(C)C(=O)Oc1ccc(Br)cc1C(=O)Nc1ccc(F)c(Cl)c1 as listed: -3, -25, -3, 0.95, 1.3, 5, 21, -8
# CCCC(=O)c1ccc(CP(=O)(OCC)OCC)o1 as listed: 3, 15, 0, 0.98, 0.85, 2, -8, -2
# Cc1cc(N2C(=O)C3CCCN3C2c2ccccc2)no1 (centres undefined) as listed: 0, 20, -10, 0.95, 0.81, 5, -4, -15
# CCOC(=O)C1=C(C)N(C)C2(C)CC1c1ccccc1O2 (centres undefined) as listed: -2, 4, -7, 0.87, 0.96, 13, 5, 48*
# C=CCn1c(O)c(C(CC)=Nc2cccc(C(F)(F)F)c2)c(=O)[nH]c1=O as listed: -1, -29, 6, 0.8, 1.3, 20, 21, -7

# (more compounds)
SMILES,A3A deaminase,hIAP inh,HKDC1 inh,mIAP activ,hIAP act,mIAP block,PfGluPho inh,ATG4B inh
Cc1ccc2c(c1)CNc1ccccc1O2,-2,18,-3,0.96,0.82,4,1,5
COC(=O)C1=C(c2ccccc2)C[C@@H]2CC[C@H]1N2C(=O)NCc1ccc(F)cc1,4,-9,0,1.1,1.1,-6,-6,6
CC(N=Cc1c(O)n(C2CC2)c(=S)[nH]c1=O)c1ccccc1 (centres undefined),-4,4,2,0.97,0.95,3,3,-4
COC(=O)C1=C(c2ccccc2)C[C@@H]2CC[C@H]1N2C(=O)NC(C)C,0,-1,-3,0.94,1,6,5,-3
CCCCc1ccc(C(=O)O)nc1,1,0,-4,1.1,1,-5,-3,-3
O=c1c2ccccc2nc(CNCC2CCCO2)n1-c1ccc(F)cc1 (centres undefined),-8,-19,0,0.94,1.2,6,11,-5
Cc1cccc(N=Cc2c(O)n(C)c(=O)n(C)c2=O)c1,-3,-14,-6,1.1,1.1,-6,17,3
CCCCCCN=Cc1c(O)n(C)c(=O)n(C)c1=O,2,-6,-5,0.96,1.1,4,-11,-2
O=C(NCc1ccccc1)c1cccn(Cc2ccccc2)c1=O,-3,-7,-3,0.99,1.1,1,-5,9
CC(C)N(CC#CCC1(O)c2ccccc2-c2ccccc21)C(C)C,1,9,3,0.94,0.91,6,-11,10
COC(=O)C1=C(c2cccc(C#N)c2)C[C@@H]2CC[C@H]1N2C(=O)NCCO,2,9,-5,1,0.91,-1,6,-6
CN(C)CC#CCOCCOCCC#N,-17,-6,-7,0.87,1.1,13,-8,-5
O=[N+]([O-])c1cccc(O)c1,2,7,-4,0.92,0.93,8,-6,1
CCN(CC(=O)Nc1ccc(C#N)c(Cl)c1)CC(=O)NC(C)(C)C,1,-20,2,1,1.2,-5,-16,-3
COc1cccc(CNCCc2ccccc2)c1OC,0,-16,-8,0.97,1.2,3,-7,-7
CN(C(=O)Cc1ccc(Cl)c(Cl)c1)C(CN1CCCC1)c1cccc(OCC(=O)O)c1 (centres undefined),-4,20,-2,1.1,0.8,-5,14,1
O=C(Cc1ccccc1)OCCNC(=O)c1cccnc1,-1,-5,-8,1.1,1.1,-6,8,-4
COc1cccc2cc(-c3cc(=O)oc4ccc(OC(=O)N(C)C)cc34)oc12,-3,13,17,0.95,0.87,4,29,5
COC(=O)C1=C(c2ccccc2)C[C@@H]2CC[C@H]1N2C(=O)NCC1CC1,-2,3,-8,1.1,0.97,-13,-4,9
CCOc1ccccc1-n1c(O)c(C=Nc2c(C)n(C)n(-c3ccccc3)c2=O)c(=O)[nH]c1=O,-6,-14,1,1.1,1.1,-10,-14,-5
O=c1c2ccccc2nc(-c2ccccc2Cl)n1-c1cccc(O)c1,-2,9,-1,0.98,0.91,2,5,-9
N=c1ccccn1Cc1ccccc1,-5,-36,-5,1.2,1.4,-16,-7,-4
CCn1cc(/C=c2/sc3n(c2=O)C2c4ccccc4OC(C)(N=3)C2C(=O)OC)c(C)n1 (centres undefined),1,7,-7,0.88,0.93,12,-8,-2
Cc1ccc(CN2C(=O)NC(=O)C3(Cc4c(nc5ccccn5c4=O)N4CCCCCC43)C2=O)cc1 (centres undefined),0,6,12,0.92,0.94,8,8,-10
CC(C)C/C(=N/O)c1cn(C)c2ccccc12,2,-8,-7,1.2,1.1,-16,10,0
COC(=O)C1=C(c2ccc(C(C)=O)cc2)C[C@@H]2CC[C@H]1N2C(=O)N1CCC(O)(c2ccc(Cl)cc2)CC1,1,-12,4,0.99,1.1,1,3,-11
O=C1OC(c2ccc(Br)cc2)=N/C1=C\N1CC2CC(C1)c1cccc(=O)n1C2 (centres undefined),2,-2,-2,1.1,1,-9,10,-10
CN1CCN(c2ccc(N)c(N3CCN(C)CC3)c2)CC1,-7,-11,0,1.1,1.1,-5,40,5
CC[C@@H]1C=CC=CC[C@H](C)[C@@H](O)[C@@H](C)C(=O)[C@H](C)[C@@H](O)[C@H](C)C(=O)[C@H](C)[C@@H](O)[C@H](C)C=CC(=O)O[C@H]2[C@@H](C)[C@@H](CC1)O[C@@]1(CC[C@@H](C)[C@@H](C[C@H](C)O)O1)[C@@H]2C,-3,-51,/,0.99,1.5,1,/,/
COC(=O)C1=C(c2cccc(C#N)c2)C[C@@H]2CC[C@H]1N2C(=O)NCCOc1ccccc1Cl,-3,13,-3,0.95,0.87,5,-1,0
C[N+]1(C)CCN(c2ccccc2)CC1,73*,-14,-4,1,1.1,-1,6,1
COC(=O)C1=C(c2cccc(OC)c2OC)C[C@@H]2CC[C@H]1N2C(=O)NC1CCCCC1,1,7,-4,1,0.93,-5,-3,2
O=C1NC(=O)C(=Cc2ccc3ccccc3c2)C(=O)N1,2,2,6,1,0.98,-3,17,-10
Cc1cc(OC(=O)N(C)C)nc2c1c(C)nn2C,4,15,-1,0.99,0.85,1,0,6
Nc1c2c(nc3sc4c(c13)CCCC4)CCCC2,1,11,-9,1,0.89,-1,46,9
CCN(CC)C(=O)Cn1cc(C=C2C(=O)N(C)C(=O)N(C)C2=O)c2ccccc21,-3,12,0,1,0.88,-1,-7,7
O=C(O)c1cc[c]([Hg][Cl])cc1,97,-2,4,1,1,-4,122*,4
Cc1ccc(Cn2cc(C=O)c(-c3ccc(F)cc3)n2)cc1,-4,2,-1,1,0.98,0,2,10
COc1ccc2ccc(O)c(CN3CC=C(c4ccccc4)CC3)c2c1,-3,-20,7,0.91,1.2,9,12,-3
CCCCn1c(O)c(C(CC)=Nc2cccc(C(=O)O)c2)c(=O)[nH]c1=O,-7,-4,-7,1,1,-3,1,1
COC(=O)C1=C(c2cc3ccccc3s2)C[C@@H]2CC[C@H]1N2C,2,10,0,0.97,0.9,3,9,-15
CCOc1cc2c(cc1OCC)-n1cccc1C(c1ccccc1F)NC2 (centres undefined),0,-13,2,1.1,1.1,-9,-2,-5
CCOC(=O)c1c(N)n(CCN2CCCCC2)c2nc3ccccc3nc12,5,16,8,0.88,0.84,12,-1,1
CCN1C[C@]2(COC(=O)c3ccccc3N)CC[C@H](OC)C34[C@@H]5C[C@H]6[C@H](OC)[C@@H]5[C@](O)(C[C@@H]6OC)[C@@](O)([C@H]13)[C@@H](OC)[C@@H]42,-7,-4,-3,1.1,1,-6,1,-13
CCCC[N+]12C3C[C@H](C4[C@H](O)[C@]5(C[C@@H]41)c1ccccc1N(C)[C@@H]35)[C@H](CC)[C@H]2O (some centres undefined),70,11,-1,1.1,0.89,-8,-5,-2
O=C(O)CCC(=O)NCCC1=c2ccccc2=N/C1=C\c1c(O)n(Cc2ccc(F)cc2)c(=S)[nH]c1=O,1,-1,9,0.84,1,16,42,6
Cc1nn(Cc2ccccc2)c(Cl)c1C(=O)OCC(=O)NCC1CCCO1 (centres undefined),6,-4,4,1.1,1,-7,-30,0
OC(CNCCc1c[nH]c2ccccc12)C(F)(F)F (centres undefined),2,-4,-3,1,1,0,-17,1
O=C(Nc1cccc(OC(=O)N2CCOCC2)c1)N1CCOCC1,20,12,2,1,0.88,-4,5,-5
O=c1cccc2n1CC1CC2CN(CC(O)CN2CC3CC(C2)c2cccc(=O)n2C3)C1 (centres undefined),-7,-5,6,1,1.1,-4,-15,-2
CCN(CC)C(=O)c1ccc(N2C(=O)C3CC=C(Cl)CC3C2=O)cc1 (centres undefined),6,-2,0,0.96,1,4,-31,-7
C/C(=N\NC(=S)Nc1ccccc1)c1c(O)n(C)c(=O)n(C)c1=O,-3,11,-4,0.99,0.89,1,15,-4
COc1ccccc1N1CCN(C(CNC(=O)Oc2ccccc2)c2cccnc2)CC1 (centres undefined),-1,6,4,0.95,0.94,5,-16,-7
O=C(CN1CCCCC1)c1ccc(OC(F)F)cc1,-1,5,-6,1,0.95,0,-13,2
C[C@]12CC[C@@H]3c4ccc(O)c(O)c4CC[C@H]3[C@@H]1CC[C@@H]2O,-1,6,1,0.97,0.94,2,100*,3
CCCCOC(=O)C1=C(N)OC2=C(C(=O)CC(C)(C)C2)[C@]12C(=O)N(C)c1ccccc12,-3,6,-4,1.1,0.94,-12,-12,3

# Screens as filed in PubChem BioAssay.
